# aSyn yeast inh = qHTS of alpha-syn Inhibitors. actives 0.14% (n = 370,000). Yeast expressing alpha-synuclein, growth rescue, BacTiter-Glo, 24 h. Potency, µM (doses to about 46.1 µM), for the others: at the highest dose growth rescue (activation), most hits filed as activators; further: potency means the concentration at half of the fitted maximal effect; % of control where 0% means no effect; nearly all actives have a fitted effect of over 65% in size
#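 Readout is rescue of growth in alpha-synuclein-expressing yeast, so inhibitors of toxicity appear as activators. Growth after 24 hr at 30 deg C in galactose medium is quantified by luminescence.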
# PI5P4K alpha inh = qHTS for Inhibitors of phosphatidylinositol 5-phosphate 4-kinase (PI5P4K); Phosphatidylinositol 5-phosphate 4-kinase type-2 alpha (Homo sapiens), P48426; PI5P4Kalpha enzyme, ADP-Glo luminescence, 60 min; active compounds read low; max response, %; actives 1.2% (n = 330,000); AID 652105, 2013; active means max response of -50% or lower; inconclusive means between -30% and -50%; inactive means -30% or higher; further: value at the top dose of about 77 µM; on the % scale 0 is the no-effect control and ±100 the full control effect
# Target sequence (P48426 whole entry, looked up): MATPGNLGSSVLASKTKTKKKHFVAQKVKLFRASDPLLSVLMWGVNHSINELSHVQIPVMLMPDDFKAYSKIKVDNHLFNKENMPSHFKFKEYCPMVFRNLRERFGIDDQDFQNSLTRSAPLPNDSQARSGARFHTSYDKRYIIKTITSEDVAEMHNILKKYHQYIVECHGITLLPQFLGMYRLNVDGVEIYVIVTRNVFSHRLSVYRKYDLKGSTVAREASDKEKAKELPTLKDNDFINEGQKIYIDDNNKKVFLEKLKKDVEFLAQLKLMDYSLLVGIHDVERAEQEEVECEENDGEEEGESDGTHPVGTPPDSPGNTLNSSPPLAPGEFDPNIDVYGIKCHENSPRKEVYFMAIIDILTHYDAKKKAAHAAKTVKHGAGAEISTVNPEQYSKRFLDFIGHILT
#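 Enzyme plus substrate dispensed, test compounds pinned in, then ATP (5 microM final) added. After 60 min at RT, ADP-Glo reagent 1 for 45 min and reagent 2 for 30 min preceded luminescence imaging.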
# IL2 activator = qHTS of IL-2 Activators; IL-2 activation reporter assay, cell-based qHTS; stimulated with anti-CD3/CD4/CD28 beads; in transgenic mouse T cells; activation, % (series mostly up to about 46 µM); actives 0.065% (n = 360,000); AID 652025, 2013; in the data active means activation above about 50%; inconclusive means mostly about 30% to 49%; further: 0% is about no effect
#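 Unstimulated transgenic mouse T cells, 750 per well, received compound and, after 60 minutes, anti-CD3/anti-CD4 bead plus anti-CD28 stimulation. EGFP and DsRed were quantified after 18 hours.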
# PLK1 PBD block = qHTS for Inhibitors of PLK1-PDB (polo-like kinase 1 - polo-box domain): Primary Screen; Serine/threonine-protein kinase PLK1 (Homo sapiens), P53350; Plk1 PBD binding of FITC phosphopeptide, fluorescence polarization; Potency, µM, inactives show max response, negative = inhibition, most hits filed as inhibitors; actives 2.8% (n = 360,000); AID 720504, 2013; further: potency means the concentration at half of the fitted maximal effect; series mostly up to about 57 µM; on the % scale 0 is the no-effect control and ±100 the full control effect; nearly all actives have a fitted effect of over 65% in size
# Target sequence (P53350 whole entry, looked up, the tested form may be a part): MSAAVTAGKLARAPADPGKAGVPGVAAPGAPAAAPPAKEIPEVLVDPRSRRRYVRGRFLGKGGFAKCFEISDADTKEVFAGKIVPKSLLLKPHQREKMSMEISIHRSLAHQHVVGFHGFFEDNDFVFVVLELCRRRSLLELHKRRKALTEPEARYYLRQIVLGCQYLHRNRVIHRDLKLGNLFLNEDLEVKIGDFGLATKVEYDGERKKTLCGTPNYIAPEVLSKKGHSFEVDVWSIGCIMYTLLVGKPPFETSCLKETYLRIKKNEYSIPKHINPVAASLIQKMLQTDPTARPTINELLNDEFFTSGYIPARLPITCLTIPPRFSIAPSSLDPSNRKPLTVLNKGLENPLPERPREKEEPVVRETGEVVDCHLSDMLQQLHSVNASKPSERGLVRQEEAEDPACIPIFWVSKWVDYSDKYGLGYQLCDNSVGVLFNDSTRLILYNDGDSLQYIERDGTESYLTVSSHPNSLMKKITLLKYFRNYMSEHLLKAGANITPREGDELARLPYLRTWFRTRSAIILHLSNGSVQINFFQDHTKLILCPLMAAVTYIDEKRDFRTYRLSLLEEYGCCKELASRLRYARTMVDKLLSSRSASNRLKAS
# EPAC1 ag = qHTS for Agonist of cAMP-regulated guanine nucleotide exchange factor 3 (EPAC1): primary screen. Rap guanine nucleotide exchange factor 3 (Homo sapiens), O95398. EPAC1 agonist qHTS, biochemical assay; response scale: 100% = response to 6.5 mM cAMP. Potency, µM (titrated, usually from 154 µM), inactives show at the highest dose activation, most hits filed as activators. actives 0.073% (n = 360,000). AID 720707, 2013; further: potency means the concentration at half of the fitted maximal effect; nearly all actives have a fitted effect of over 60% in size
#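 Nucleotide exchange by EPAC1 (100 nM) on Rap1B–BODIPY-GDP (250 nM) in the presence of 50 uM GDP is tracked fluorescently at 480/540 nm over 30 min. Signals are normalized to a 6.5 mM cAMP control.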
# EPAC1 antagonist = qHTS for Antagonist of cAMP-regulated guanine nucleotide exchange factor 3 (EPAC1): primary screen. Rap guanine nucleotide exchange factor 3 (Homo sapiens), O95398. EPAC1 GEF assay, Rap1b-BODIPY-GDP exchange fluorescence. Potency, µM (top dose mostly 115 µM), for inactives: at the top dose activity change, negative = inhibition, hits mostly inhibitors. actives 0.14% (n = 360,000). AID 720709, 2013;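 further: potency means the concentration at half of the fitted maximal effect; plate controls were vehicle for no effect and positive control for full effect; nearly all actives have a fitted effect of over 50% in size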
# WRN inhibitor = qHTS for Inhibitors of WRN Helicase; WRN helicase unwinding, fluorescent forked duplex, kinetic; Potency, µM (top dose mostly 114 µM), for inactives: at the top dose activity change, negative = inhibition, usual class: inhibitors; actives 0.46% (n = 360,000); AID 651768, 2012; further: potency means the concentration at half of the fitted maximal effect; on the % scale 0 is the no-effect control and ±100 the full control effect; nearly all actives have a fitted effect of over 55% in size
#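 Kinetic fluorescence helicase assay: unwinding of a quenched forked DNA duplex (100 nM final) with 2 mM ATP final raises red fluorescence (525/598 nm). Compounds sat 15 min at room temperature with 20 nM WRN beforehand.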
# Abeta rescue = qHTS for compounds that reverse cellular toxicity of Amyloid beta (A-beta) peptide in yeast: Primary Screen; yeast expressing A-beta42, growth rescue, OD600, 48 h; response scale: 0% DMSO, 100% iron-clioquinol control; Potency, µM (titrated, usually from 46.1 µM), for the others: at the highest dose growth rescue, most hits filed as activators; actives 0.063% (n = 410,000); AID 1347071, 2019; further: potency means the concentration at half of the fitted maximal effect; nearly all actives have a fitted effect of over 55% in size
#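 Yeast growth medium received pinned compounds, then yeast cells expressing toxic A-beta were added; plates incubated at 30 C for 48 hr. Growth read as absorbance at 600 nm, normalized to DMSO and equimolar FeCl3 plus clioquinol controls.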
# FUS yeast rescue = qHTS for Suppressors of FUS Proteinopathy: Primary screen using FUS-linked yeast assay. S. cerevisiae FUS-expressing, growth rescue, OD600, 24 h. Potency, µM (highest dose often 76.6 µM), for the others: top-dose growth rescue (activation), usual class: activators. actives 0.24% (n = 390,000). AID 1347120, 2019;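 further: potency means the concentration at half of the fitted maximal effect; plate controls were DMSO vehicle for no effect and reference control for full effect; nearly all actives have a fitted effect of over 55% in size; some results filed as inactive show a strong effect at the top dose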
#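 Galactose (2%) drives FUS expression in yeast precultured in raffinose; seeding density OD 0.005. Test compounds incubated 24hr at 30C and 99% humidity before absorbance at 600 nm was measured.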
# * = called active by the depositor; ? = inconclusive; . = no result given; & = joins results of further samples; [ ] = dose if it differs, or a comment. Unless noted, the call rests on the fitted dose curve; in most records, active means well fitted curve in the direction sought with a large enough effect; inconclusive means small, poorly fitted or top-dose-only effect, or another doubt; inactive means no such curve, though single readings can be large; an effect the other way counts as inactive or inconclusive.
SMILES,aSyn yeast inh,PI5P4K alpha inh,IL2 activator,PLK1 PBD block,EPAC1 ag,EPAC1 antagonist,WRN inhibitor,Abeta rescue,FUS yeast rescue
O=C(NNS(=O)(=O)c1ccc(F)cc1)c1cc(Cl)ccc1O,-7%,3,0.3,1%,-2%,-1%,-8%,-10%,-14%
COc1cc(NC(=O)c2nnn(Cc3ccc(SC)cc3)c2N)cc(OC)c1,5%,7,-4.3,-13%,-10%,-27%,-5%,-6%,-4%
O=C(NNC(=O)c1ccc(Cl)cc1Cl)c1cnccn1,-1%,2,1.1,0%,11%,4%,3%,1%,19%
Cc1ccc(NC(=O)c2cc(-c3ccco3)on2)cc1,4%,.,-1.5,4%,12%,-8%,-7%,-5%,17%
CC(C)NC(=O)C1C(c2ccccc2)=Nc2ccccc2N1C(=O)c1cc(Cl)cc(Cl)c1 (stereo not drawn),16%,-5,-0.9,-2%,0%,-17%,2%,-3%,29%
Cc1oc(-c2ccccc2F)nc1CS(=O)CC(=O)NCc1cccs1 (stereo not drawn),5%,-2,1.0,?,-4%,1%,-12%,5%,0%
O=C(O)CCc1ccc(NCc2cccc(Oc3ccccc3)c2)cc1,.,.,0.2,.,4%,-10%,.,4%,24%
CCSc1nnc(N2C(=O)CC(c3ccsc3)C3=C2CC(C)(C)CC3=O)s1 (stereo not drawn),0%,-7,-0.4,-8%,9%,-15%,0%,9%,26%
C/C(=N\NC(=O)c1nnn(-c2nonc2N)c1-c1ccc(Cl)c(Cl)c1)c1ccncc1,4%,1,4.9,-4%,4%,-5%,-12%,2%,?
COc1ccc(-c2cnc3c(NC=O)cc(-c4cc(OC)c(OC)c(OC)c4)cn23)cc1OC,-5%,-8,-1.0,-6%,10%,-23%,?,-6%,38%
O=C1CCCc2c1nc(-c1ccco1)n2O,1%,-5,-0.3,1%,5%,-5%,-6%,-14%,-14%
CC(C)Cc1nnc(NC(=O)CCC(=O)NCc2ccccc2Cl)s1,1%,0,-1.8,-11%,-6%,-9%,-3%,8%,-21%
CC(C)OC(=O)Nc1ccc2c(c1)N(C(=O)CCN1CCOCC1)c1ccccc1CC2,4%,-6,-1.1,-6%,-7%,-1%,3%,15%,10%
CCOC(=O)CCCCC(=O)c1[nH]c(=O)[nH]c1Cn1ccnc1,0%,1,-0.8,-9%,-11%,6%,0%,4%,23%
Nc1nc(N)nc(Cc2ccccc2O)n1,-2%,4,-0.1,-5%,15%,-5%,3%,1%,-12%
COc1ccccc1CNS(=O)(=O)c1c(C)nc2sccn2c1=O,5%,7,-2.5,-3%,5%,-3%,-6%,-10%&-5%,-34%&-18%
C/C(=N\NC(=O)c1c[nH]c2ccccc12)c1ccccn1,-4%,4,-2.2,-4%,-1%,-12%,-20%,-9%,6%
CC(C)c1ccccc1NC(=O)COC(=O)c1c2c(nc3ccccc13)CCN(Cc1ccccc1)C2,-11%,-1,-5.0,3%,3%,-9%,-5%,-4%,18%
COc1ccccc1CNC(=O)COC(=O)c1ccc(N2CCCC2=O)cc1,-3%,2,0.2,-5%,-7%,-5%,6%,-16%,-14%
COc1ccc(C)cc1NC(=O)C(Sc1nnnn1C)c1ccccc1 (stereo not drawn),2%,1,1.5,1%,17%,-16%,-5%,-10%,-5%
Cc1ccc(NS(=O)(=O)c2cccc(C(=O)NCC(c3ccco3)N3CCCCC3)c2)cc1 (stereo not drawn),-1%,-7,-4.0,-9%,6%,?,-34%,-15%,.
CC(=O)C(Cc1ccccc1)NC(=O)CN1CCc2ccccc2C1 (stereo not drawn),-4%,3,1.5,-1%,2%,2%,-9%,-1%,13%
CCOC(=O)C1CCN(S(=O)(=O)c2cccc(-c3cn4cc(Cl)ccc4n3)c2)CC1,18%,-11,-0.3,-23%,-5%,5%,0%,0%,27%
COc1cccc(CN(c2ccc3c(c2)CCC3)S(=O)(=O)c2ccc(-n3cnnn3)c(OC)c2)c1,1%,3,-1.3,-3%,14%,10%,-2%,-9%,16%
CCOc1ccccc1NC(=S)N1CCC(NC(=O)C(C)(C)C)CC1,-5%,0,0.4,-10%,-1%,-3%,-4%,6%,0%
SMILES,aSyn yeast inh,PI5P4K alpha inh,IL2 activator,PLK1 PBD block,EPAC1 ag,EPAC1 antagonist,WRN inhibitor,Abeta rescue,FUS yeast rescue
COc1cccc(CN2CCN(C(=O)c3ccco3)CC2)c1OC,-2%,2,-0.1,-4%,-11%,-5%,-2%,-6%,-3%
Cc1nnc(NS(=O)(=O)c2ccc(N=Nc3ccc(N)nc3N)cc2)s1,-9%,?,-3.0,-10%,-4%,-17%,?,-1%,.
O=C(Nc1ccc(C(=O)N2CCCC2)cc1)c1ccccc1,-18%,-28,0.2,-6%,-19%,0%,-3%,-16%,-14%
COC(=O)C1=C(C)NC2=C(C(=O)CC(C)(C)C2)C1c1cccc(C)n1 (stereo not drawn),-6%,.,-1.8,-1%,-1%,7%,6%,-8%,-1%
Cc1ccc(S(=O)(=O)NC2CC2)cc1,1%,1,0.4,-2%,-7%,-20%,5%,-10%,-6%
Cc1cccc(C)c1NC(=O)NN1C(C)CCCC1C (stereo not drawn),5%,1,-0.5,-15%,1%,5%,0%,-2%,-15%
COc1ccc(NC(=O)C/C(C)=N/NC(=O)c2ccncc2)c([N+](=O)[O-])c1,-1%,0,-0.4,-8%,-10%,-20%,-2%,-34%,42%
COc1ccc(Nc2nnc(-c3ccccc3)c3ccccc23)cc1C(=O)N1CCCCC1,3%,0,-3.0,-8%,4%,-3%,-12%,-4%,24%
COc1cc(CCCN2C(N)=NC[C@@H]2Cc2ccc(O)cc2)cc(OC)c1OC,-16%,-10,-0.8,-14%,8%,-2%,2%,2%,-15%
Oc1c(Cl)c(Cl)c2ncccc2c1Cl,-46%[inhibitor],?,-0.2,-6%,0%,-9%,-19%,-83%[inhibitor],-13%
O=C(CCCN1C(=O)/C(=C/c2ccccc2Cl)SC1=S)Nc1ccccn1,14%,15,2.6,-2%,13%,-27%,-1%,8%,18%
COC(=O)c1ccc2nc(-c3cccc(Cl)c3)c(CC3CCCCC3)n2c1,0%,7,2.2,7%,-2%,12%,1%,2%,4%
CCCC1=Nc2cc(C(=O)NCCN3CCCC3)ccc2Sc2ccccc21,1%,8,-2.7,-12%,2%,12%,-4%,1%,?
CNC(=O)C1CN(C(=O)c2cccc(S(=O)(=O)N3c4ccccc4CC3C)c2)c2ccccc2O1 (stereo not drawn),9%,-7,-0.6,-4%,1%,-13%,7%,-12%,40%
CCN(CC)C(=O)Cn1cc(S(=O)(=O)Cc2cccc([N+](=O)[O-])c2)c2ccccc21,-7%,0,-3.0,-16%,-1%,-3%,-3%,1%,14%
COCCn1c(SCC(=O)Nc2sccc2C(N)=O)nnc1-c1ccncc1,-9%,-26,0.1,-12%,1%,9%,-12%,4%,20%
CN(CC(=O)Nc1ccc(Cl)cc1)S(=O)(=O)c1cccc2cccnc12,1%,-6,0.5,-10%,-7%,-3%,-3%,7%,-6%
COCCNC(=O)COc1ccc(N(C)S(=O)(=O)c2ccc3ccccc3c2)cc1,13%,3,-0.5,-17%,9%,-8%,14%,3%,30%
CC(=O)NC(NC(=S)Nc1ccc(S(N)(=O)=O)cc1)C(Cl)(Cl)Cl (stereo not drawn),-6%,1,-0.3,-15%,-4%,-26%,-3%,-2%,-2%
NC(=O)CSc1nnc(-c2cc3ccccc3o2)n1Cc1ccccc1,-3%,-10,0.4,-8%,7%,14%,-5%,4%,5%
O=C(NC(=S)Nc1cccnc1)c1cc2ccccc2o1,3%,2,-0.7,-4%,5%,-11%,-3%,20%,-7%
CC1(C)OC(=O)C(=CNCC(=O)NCC(=O)O)C(=O)O1,-5%,1,-2.2,-16%,-2%,6%,6%,-9%,28%
O=C(CO/N=C/c1ccc(OC(F)F)cc1)NC1CCCCCC1,5%,1,-4.5,-2%,-6%,?,-2%,-2%,7%
COc1ccc(C(=O)Cc2cnn(-c3ccccc3)c2)c(O)c1,1%,14,-0.3,-7%,2%,3%,2%,-3%,-9%
CC(=O)Nc1ccc(NC(=O)C(NC(=O)c2ccc(Cl)cc2)C(C)C)cc1 (stereo not drawn),2%,8,1.6,-5%,-1%,-19%,-9%,0%,4%
C=CCNC(=S)NNC(=O)CC12CC3CC(CC(C3)C1)C2,-13%,2,-2.3,-7%,6%,-16%,4%,?,1%
O=C1OCCN1CCNCc1cn(-c2ccc(F)cc2)nc1-c1ccccc1Cl,-10%,-8,-1.7,-8%,4%,?,3%[57.1 µM],4%,11%
COc1ccc(NC(=O)c2cc(S(=O)(=O)N3CCCC3)c[nH]2)cc1,1%,-1,-2.2,1%,-9%,3%,-4%,5%,-19%

# Some of the entries above, reformatted:
Compound	aSyn yeast inh	PI5P4K alpha inh	IL2 activator	PLK1 PBD block	EPAC1 ag	EPAC1 antagonist	WRN inhibitor	Abeta rescue	FUS yeast rescue
O=C(CCCN1C(=O)/C(=C/c2ccccc2Cl)SC1=S)Nc1ccccn1	14%	15	2.6	-2%	13%	-27%	-1%	8%	18%
COC(=O)c1ccc2nc(-c3cccc(Cl)c3)c(CC3CCCCC3)n2c1	0%	7	2.2	7%	-2%	12%	1%	2%	4%
CCCC1=Nc2cc(C(=O)NCCN3CCCC3)ccc2Sc2ccccc21	1%	8	-2.7	-12%	2%	12%	-4%	1%	?

# Source: PubChem
